# Bioassay records from PubChem.
# Nrf2 inh – Nrf2 pathway inhibition | A549 ARE-Fluc reporter, luciferase luminescence, 18-24 h | Potency, µM (top dose mostly 46 µM), without a hit: top-dose activity change, negative = inhibition, most hits filed as inhibitors | hit rate 2.1% among 360,000; also: potency is read from the fitted curve at half-maximal effect; % is scaled to controls: 0 for no effect and ±100 for the full control effect; nearly all actives have a fitted effect of over 60% in size
#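 Two sequential reads on A549 ARE_Fluc cells exposed to compound for 18-24 h: a CellTiter-Fluor fluorescence read for viability, then a luciferase luminescence read for Nrf2/ARE activity.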
# A549 viability – counter-screen for Nrf2 inhibitors: cytotoxicity in A549 cells | A549 ARE-Fluc cells, CellTiter-Fluor viability, 18-24 h | Potency, µM (doses to about 46 µM), for inactives: at the highest dose activity change, negative = cytotoxicity, hits mostly inhibitors | hit rate 0.16% among 390,000 | AID 504648; also: potency is read from the fitted curve at half-maximal effect; % is scaled to controls: 0 for no effect and ±100 for the full control effect
#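 A549 ARE_Fluc cells in 5% FBS OPTI-MEM were exposed to compounds in concentration-response for 18-24 h at 37 deg C. Viability was read by CellTiter-Fluor fluorescence (Ex 405/Em 525) after 30 min, before the luciferase read.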
# IL2 activator – IL-2 activation | hit rate 0.065% among 360,000 | IL-2 activation reporter assay, cell-based qHTS; stimulated with anti-CD3/CD4/CD28 beads; in transgenic mouse T cells | activation, % (series mostly up to about 46 µM); in the data active = activation above about 50%; inconclusive = mostly about 30% to 49%; also: 0% is about no effect
#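 EGFP and DsRed fluorescence is measured by plate cytometry in unstimulated transgenic mouse T cells exposed to compound for 60 minutes, then stimulated 18 hours at 37 degrees C with anti-CD3/anti-CD4 beads plus anti-CD28.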
# Nrf2 ARE act – Nrf2 pathway activation | AREc32 ARE-luciferase reporter (MCF7-derived line), luminescence, 24 h | Potency, µM (highest dose often 46.1 µM), for inactives: at the highest dose activation, hits mostly activators | hit rate 0.31% among 410,000 | AID 624171; also: potency is read from the fitted curve at half-maximal effect; % of control where 0% means no effect; nearly all actives have a fitted effect of over 65% in size
#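 Reporter line AREc32 (ARE-Fluc), seeded overnight in OPTI-MEM with 5% FBS; compound pin-transferred, 24 hr at 37 deg C, 5% CO2; luminescent read-out.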
# S2 tox – cell viability loss in ATXN counter-screen; AID 651635; hit rate 0.49% among 400,000; Potency, µM (titrated, usually from 56.7 µM), most hits filed as cytotoxic; S2 cells (HEK-293 line with an ATXN2-luciferase reporter) viability, CellTiter-Fluor protease fluorescence, 24 h; also: potency is read from the fitted curve at half-maximal effect; nearly all actives have a fitted effect of over 40% in size
# HepG2 tox – HepG2 cytotoxicity, counter-screen for TGF-b inhibitors; HepG2 CAGA-GFP viability, ATP luminescence, 18 h; Potency, µM (highest dose often 46.1 µM), for the others: top-dose activity change, negative = cytotoxicity, most hits filed as cytotoxic; hit rate 0.76% among 410,000; AID 588856; also: potency is read from the fitted curve at half-maximal effect; some results filed as inactive show a strong effect at the top dose
#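 CellTiter-Glo luminescence gave cytotoxicity after 18 hours at 37 degrees C. The cells were HepG2 CAGA-GFP in 1% FBS DMEM, stimulated with 500 pg/mL TGF-beta after compound addition. %Activity was normalised to no-cell wells (complete cell-killing) and DMSO (no toxicity), and curves were fitted and classified.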
# ATXN2 expr inh – ATXN2 expression inhibition; HEK-293 ATXN2-luciferase reporter, luminescence, 24 h; Potency, µM (doses to about 57 µM), for inactives: at the top dose activity change, negative = inhibition, usual class: inhibitors; hit rate 0.72% among 360,000; AID 1745845; also: potency is read from the fitted curve at half-maximal effect; % is scaled to controls: 0 for no effect and ±100 for the full control effect; nearly all actives have a fitted effect of over 55% in size
#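 qHTS (up to 57 uM final) was run with 24 h compound exposure of reporter cells at 37 °C. Each well was multiplexed: SteadyGlo luminescence measured ATXN2-luciferase expression after a fluorogenic Gly-Phe-AFC viability readout (25 uM final).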
# EPAC2 ag – activates human EPAC2 exchange factor; Q8WZA2; EPAC2 activation, biochemical qHTS; response scale: 100% = 6.5 mM cAMP response; Potency, µM (titrated, usually from 154 µM), for inactives: at the top dose activation, most hits filed as activators; hit rate 0.079% among 360,000; also: potency is read from the fitted curve at half-maximal effect; nearly all actives have a fitted effect of over 50% in size
# Target sequence (Q8WZA2 whole entry, looked up): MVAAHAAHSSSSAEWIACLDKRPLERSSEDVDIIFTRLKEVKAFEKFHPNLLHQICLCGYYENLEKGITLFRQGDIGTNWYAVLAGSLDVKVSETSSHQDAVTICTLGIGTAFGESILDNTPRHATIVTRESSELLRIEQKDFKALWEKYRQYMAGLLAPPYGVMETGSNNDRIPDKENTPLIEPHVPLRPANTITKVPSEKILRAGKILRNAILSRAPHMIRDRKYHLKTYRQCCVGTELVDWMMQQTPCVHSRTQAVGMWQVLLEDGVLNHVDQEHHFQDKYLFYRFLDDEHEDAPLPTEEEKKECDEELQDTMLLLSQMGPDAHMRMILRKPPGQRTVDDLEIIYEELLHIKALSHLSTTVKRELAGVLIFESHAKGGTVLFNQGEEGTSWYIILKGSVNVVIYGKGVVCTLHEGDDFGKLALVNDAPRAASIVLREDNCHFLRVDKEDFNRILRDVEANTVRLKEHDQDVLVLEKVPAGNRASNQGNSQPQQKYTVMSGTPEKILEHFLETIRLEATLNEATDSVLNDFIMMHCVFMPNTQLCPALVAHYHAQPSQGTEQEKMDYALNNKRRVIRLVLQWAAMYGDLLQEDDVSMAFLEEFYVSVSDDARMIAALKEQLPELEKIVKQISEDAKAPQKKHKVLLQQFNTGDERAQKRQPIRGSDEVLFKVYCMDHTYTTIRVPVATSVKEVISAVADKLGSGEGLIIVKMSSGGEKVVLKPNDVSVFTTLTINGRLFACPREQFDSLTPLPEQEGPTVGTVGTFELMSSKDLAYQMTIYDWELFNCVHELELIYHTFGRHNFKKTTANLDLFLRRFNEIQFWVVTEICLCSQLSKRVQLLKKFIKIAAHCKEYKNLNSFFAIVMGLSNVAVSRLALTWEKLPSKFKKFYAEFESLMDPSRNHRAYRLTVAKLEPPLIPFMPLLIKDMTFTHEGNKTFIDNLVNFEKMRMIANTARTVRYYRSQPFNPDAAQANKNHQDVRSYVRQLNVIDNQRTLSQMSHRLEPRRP
#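 qHTS, titration series. 100 nM EPAC2 / 250 nM Rap1B-BODIPY-GDP / 50 uM GDP; RT; ex 480/em 540 nm, 5-min reads to 30 min. Norm. to 6.5 mM cAMP = activation.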
# TGFb inhibitor – TGF-b pathway inhibition; HepG2 CAGA-GFP TGF-b/SMAD3 reporter, GFP fluorescence, 18 h; TGF-beta stimulated, 500 pg/mL final; Potency, µM (doses to about 46.1 µM), without a hit: top-dose activity, negative = inhibition, actives largely listed as inhibitors; hit rate 1.2% among 410,000; AID 588855; also: potency is read from the fitted curve at half-maximal effect; % is scaled to controls: 0 for no effect and ±100 for the full control effect; nearly all actives have a fitted effect of over 65% in size
#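 HEPG2 CAGA-GFP, 1000 cells/well; 2 h settle, 37 C; cpd via pin tool; TGF-b 500 pg/mL final; 18 h, 37 C; GFP imaging ex488/em500-530; %Activity normalised to -TGF-b and +DMSO controls; CRC fit, curve class.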
# Numbers without * were called inactive; i = inactive; ? = inconclusive; nt = no result given; [ ] = remark or other dose. Unless noted, calls follow the shape of the dose curve; as a rule, active = well fitted curve in the direction sought with a large enough effect; inconclusive = small, poorly fitted or top-dose-only effect, or another doubt; inactive = no such curve, though single readings can be large; an effect the other way counts as inactive or inconclusive.
# Sequence of screens: Nrf2 inh | A549 viability | IL2 activator | Nrf2 ARE act | S2 tox | HepG2 tox | ATXN2 expr inh | EPAC2 ag | TGFb inhibitor
CCC(C)(C)n1nnnc1C(c1ccccn1)N1CCCCC1 (stereo not drawn)
    1% | 0% | 0.0 | -0.1% | i | 1% | 2% | 2% | -6%
CC(C)c1ccc(C2=CC(c3ccc(C(C)C)cc3)n3nnnc3N2)cc1 (stereo not drawn)
    nt | 9% | nt | 10% | nt | -33% | 88%[activator] | nt | -21%
Cc1ccc(OCC(=O)NC2=NCCS2)cc1
    ? | 0% | 0.6 | -0.4% | i | 0% | -14% | 8% | 10%
CC(NC(=O)CCc1nnc(-c2ccccc2)o1)c1ccccc1 (stereo not drawn)
    15% | -9% | 1.0 | 2.0% | i | -3% | nt | 11% | -5%
CCOC(=O)CC1C(=O)NCCN1S(=O)(=O)c1ccc(Cl)c(Cl)c1 (stereo not drawn)
    2% | -4% | -0.4 | 0.1% | i | -12% | -2% | -2% | -10%
CC(C)(C)c1cc(N2CCOCC2)n2ncc(-c3ccc(Cl)cc3)c2n1
    ? | 6% | 1.5 | 7.3% | i | 6% | -7% | -7% | 0%
CCOC(=O)CSc1nc2cc(S(=O)(=O)Nc3ccccc3OC)ccc2o1
    9% | -5% | -2.1 | -0.5% | ? | -15% | -57% | 6% | ?
CC(C)(O)C#Cc1ccc(C(=O)NCCC(=O)O)s1
    9% | -1% | -0.6 | -0.4% | i | 7% | -7% | 6% | 3%
COc1ccc(CNC(=O)Cn2c(=O)oc3cc(S(=O)(=O)NCc4ccccc4)ccc32)cc1
    nt | 4% | nt | 0.0% | nt | -9% | nt | nt | 0%
O=C1NN(c2ccc(Cl)c(Cl)c2)C(=O)/C1=C/c1ccc(-c2ccccc2C(=O)O)o1
    13% | -1% | -0.6 | 0.2% | i | -14% | 1% | 10% | 8%
Oc1ccc(COCc2ccccc2)c2cccnc12
    ? | 0% | -2.2 | 3.1% | i | -56% | -19% | 2% | -22%
Cc1ccc(C(=O)n2c(-c3ccccc3)cnc2SCC(=O)Nc2ccc(C)cc2C)cc1
    ? | ? | 0.3 | 4.0%[9.22 µM] | i | -9% | 19% | -10% | ?
OCCC1CN(Cc2ccc3nonc3c2)CCN1Cc1ccsc1 (stereo not drawn)
    5% | -2% | -0.1 | 2.0% | i | 59% | -14% | 7% | 11%
CCCCc1c(-c2cccc(Br)c2)ncn1CCc1ccccc1OC
    nt | nt | -0.8 | -1.4% | nt | nt | ? | -5% | nt
COc1cc(C(=O)c2ccccc2C(=O)O)c(OC)c2c1CCCC2
    -8% | -2% | 1.8 | -0.9% | i | 0% | -14% | 14% | 2%
CC(=O)CSc1nnc2c3ccccc3nc(C(C)(C)C)n12
    -10% | 8% | -0.2 | -0.1% | i | -22% | -33% | 3% | -9%
CCOC(=O)C1=C(CC)Nc2ccccc2N/C1=N\S(=O)(=O)c1ccccc1F
    ? | 9% | 1.2 | -0.6% | i | -12% | nt | 6% | -10%
COC(=O)CC1COc2ccccc2N1C(=O)/C=C/c1ccccc1 (stereo not drawn)
    -4% | -3% | 0.9 | 4.0% | ? | -4% | nt | 14% | -13%
Cc1ccc(NC(=O)COC(=O)/C=C/c2c(C)nn(-c3ccc(F)cc3)c2Cl)cc1F
    1% | -3% | 0.7 | 2.8% | ? | -2% | -10% | -1% | -4%
COc1ccccc1N1CCN(c2ccc(-c3nc(-c4ccccc4)no3)cc2[N+](=O)[O-])CC1
    -28% | 2% | nt | -1.0% | i | 7% | 10% | nt | -6%
O=C(CNc1ccccc1N1CCCC1=O)Nc1cc(Cl)ccc1-n1cncn1
    17% | 2% | -1.0 | 1.9% | i | 4% | -12% | 5% | 8%
Cc1ccc(CNC(=O)Cn2c(=O)n(-c3cccc(Cl)c3)c(=O)c3sc4ccccc4c32)cc1
    -15% | 0% | nt | -0.8% | ? | -24% | 6% | nt | -17%
CCCCn1c(N)c(N(CC)C(=O)c2ccc(Cl)c(Cl)c2)c(=O)[nH]c1=O
    12% | 2% | 1.0 | 0.0% | i | 4% | -2% | -1% | 5%
CC1(C)CC(C(=O)Nc2nccs2)CCO1 (stereo not drawn)
    nt | 8% | -2.2 | -0.8% | i | -1% | 8% | 3% | 3%
Cc1ccc(S(=O)(=O)N2CCC[C@H]2C(=O)OCC(=O)Nc2ccc3c(c2)OCO3)cc1
    10% | 0% | -0.4 | -0.5% | i | 3% | 7% | 9% | 0%
C/C=C(\C)C(=O)NCCN1C2=NC[C@@H](Cc3ccccc3)N2C[C@@H]1Cc1ccc(OC)cc1
    6% | 2% | 0.8 | 0.5% | i | -17% | -3% | 12% | ?
CC(=O)N1CCc2cc(S(=O)(=O)CCC(=O)NCCc3ccc(Cl)cc3)ccc21
    -4% | -2% | -0.3 | -0.8% | i | -11% | nt | 7% | -14%
CCc1ccc(-n2c(=O)c3c(C)c(C)sc3n(CC(=O)NCc3ccc(C)cc3)c2=O)cc1
    14% | -5% | nt | 0.2% | i | 4% | -3% | nt | 16%
CCOCCCNC(=O)C1CCN(S(=O)(=O)N2CC(C)CC(C)C2)CC1 (stereo not drawn)
    11% | 3% | -0.1 | -0.1% | i | -1% | 0% | 4% | -1%
Nn1c(Cc2cccc3ccccc23)nnc1SCc1ccccc1
    -22% | -9% | -0.8 | -1.1% | i | 3% | 2% | 0% | -22%
Cc1ccc(S(=O)(=O)N2CCN(S(=O)(=O)N(C)C)CC2)c(C)c1
    -19% | -2% | 0.0 | 0.0% | i | 2% | 6% | 14% | -28%
CC(C)CCNC(=O)c1ccc(CSCc2cccc(F)c2)o1
    -20% | 6% | -0.5 | 1.4% | i | -16% | 1% | 1% | 1%
O=S(=O)(Oc1ccccc1N1CCCCC1)c1ccccc1
    -12% | -1% | -3.5 | -0.1% | ? | -15% | -24% | 8% | -7%
COc1cccc(C(=O)OCC(=O)Nc2ccc3c(c2)OCCO3)c1
    14% | -3% | 0.3 | 2.4% | i | 16% | 7% | -2% | 7%
C/C(=N\NC(=O)c1nn(C)c(C)c1Br)c1ccc(NC(=O)c2ccoc2C)cc1
    0% | -5% | 0.1 | 3.3% | i | 1% | 4% | -9% | 0%
COc1ccc(OCc2cc(C(=O)N(C)Cc3cc(C)no3)no2)c(Cl)c1
    -2% | 2% | -0.4 | 0.7% | ? | 1% | nt | 10% | 3%
CCN1C(=O)/C(=C2/C=CC=CN2C)SC1=S
    ? | -15% | -0.6 | 0.1% | i | -40% | 6% | -1% | 0%
COc1ccc(Br)cc1/C=C(\C(=O)O)c1ccc(S(=O)(=O)N2CCCC2)s1
    -5% | 1% | 0.3 | -0.3% | i | -1% | -6% | -4% | 14%
Cc1ccc(C(=O)N2CCC3(CC2)NCCc2[nH]cnc23)cc1
    6% | -9% | 0.6 | 0.2% | i | 9% | nt | -1% | 2%
COc1ccc(-c2nc(C)c(CCNC(=O)c3ccc(F)c(F)c3)s2)cc1
    nt | -6% | nt | -0.6% | i | -29% | 18% | nt | -4%
O=C(CSc1n[nH]c(-c2cccs2)n1)N1CCN(S(=O)(=O)c2ccccc2)CC1
    -26% | 3% | -0.9 | 0.9% | nt | -19% | nt | 1% | -9%
N#CCSc1ccccc1NC(=O)COC(=O)C1CCN(C(=O)c2ccc(Cl)cc2)CC1
    nt | nt | -2.4 | 0.3% | i | 7% | nt | -1% | -15%
Cn1nc(NC(=O)CC(C)(C)CC(=O)O)c2ccccc21
    3% | -3% | -0.4 | -0.3% | i | 4% | -12% | -3% | 12%
Cc1cc(C(=O)CN2CCN(CC(=O)Nc3ccc(F)cc3)CC2)c(C)n1C1CC1
    4% | -5% | -4.0 | 2.5% | ? | 10% | 6% | 0% | 2%
COc1ccccc1-c1cc(C(=O)N2CCOCC2)no1
    ? | 0% | 0.0 | 2.6% | i | -10% | 4% | 9% | 6%
O=C1[C@H]2[C@@H](c3ccccc3)N[C@]3(CCCN(Cc4ccccc4)C3=O)[C@H]2C(=O)N1Cc1ccccc1
    nt | nt | 0.2 | 0.7% | i | -23% | -16% | 12% | -7%
Cc1ccc(S(=O)(=O)NCCC(c2ccccc2)c2ccccc2)cc1C(=O)O
    -3% | 5% | 0.2 | 2.9% | i | -1% | -19% | 23% | 18%
COc1cc(C)cc(CN2CCC(Cc3ccccc3)CC2)c1O
    -6% | -2% | -2.5 | 2.4% | i | -48% | -15% | 6% | -18%
O=C(COc1ccccc1)N1CCN(C(=O)c2ccco2)CC1
    5% | 0% | 2.5 | -0.3% | i | -1% | 21% | 4% | -1%
Cc1cc(S(=O)(=O)NCC(C)C)ccc1OCC(=O)NCc1ccccn1
    12% | 4% | -1.1 | 0.2% | i | -1% | -2% | -1% | -2%
